core dimer inh: blocks dimerization of HCV core protein; TR-FRET GST/Flag-core106 dimerization, 1536-well; inhibition, % at 5 µM; 300,000 tested, 0.33% active;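 active = inhibition above the mean of all tested compounds plus 3 SD, set per screening campaign, cut at about 45% in these data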
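Assay system – GST-tagged and Flag-tagged HCV core protein residues 1-106 · Quantity – core106 proteins, GST 13.5 nM and Flag 17 nM · Benchmarks – unlabelled core106 and no-GST-core106 wells · Read-out basis – percent inhibition of core106 dimerization signal · Detection – time-resolved FRET, ex 340 nm, em 617 and 671 nm · Schedule – 4 h at 22.5 °C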
PP5 primary: inhibitors of human protein phosphatase 5 (PP5); P53041; purified PP5c, OMFP substrate fluorescence; inhibition, % at 6.7 µM; 320,000 tested, 0.18% active;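 active = inhibition above the campaign's mean inhibition across all tested compounds plus 3 SD, cut at about 9.5% in these data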;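 also: 0% = DMSO only and 100% = 100 µM cantharidin control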
proCasp7 act: counter-screen for procaspase-3 activators: activators of human procaspase-7. P55210. recombinant procaspase-7, Ac-DEVD-pNA absorbance 405 nm; D23A/D198A/D206A triple mutant, cannot self-cleave; scale: DMSO 0, 5 µM enzyme 100. activation, % at 8.5 µM. 330,000 tested, 0.093% active. AID 463210;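 active = percent activation above the screen-wide mean plus 3 SD, cut at about 25% in these data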
Target sequence (P55210 whole entry D23A/D198A/D206A): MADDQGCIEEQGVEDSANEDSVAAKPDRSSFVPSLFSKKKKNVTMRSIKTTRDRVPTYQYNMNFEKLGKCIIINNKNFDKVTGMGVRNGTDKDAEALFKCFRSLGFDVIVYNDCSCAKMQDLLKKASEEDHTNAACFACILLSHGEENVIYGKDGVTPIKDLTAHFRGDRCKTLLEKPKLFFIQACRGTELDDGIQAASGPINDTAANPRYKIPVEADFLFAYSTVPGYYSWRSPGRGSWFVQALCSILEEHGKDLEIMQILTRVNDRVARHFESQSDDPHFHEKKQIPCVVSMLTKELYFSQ
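Detection: p-Nitroaniline absorbance at 405 nm, read at 0 and 120 min; system: Uncleavable procaspase-7 mutant enzyme; evaluation: % activation from two-timepoint absorbance difference, scaled to controls; times: 1 h enzyme–compound preincubation and 2 h substrate reaction, both 25 °C; buffer or medium: Zinc-free HEPES pH 7.4 with 300 mM NaCl, 0.01% Triton X-100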
AHR activator: human AHR activation; activation, % at 5 µM; P35869; AHR-responsive luciferase reporter cells, luminescence; 320,000 tested, 2.5% active; in the data active = activation above about 47%;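 also: 0% = vehicle wells and 100% = reference agonist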
procasp3 activ: activators of human procaspase-3; P42574; activation, % at 8.5 µM; recombinant procaspase-3 D3A, Ac-DEVD-pNA absorbance 405 nm; 330,000 tested, 0.11% active; AID 463141;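 active = activation above the mean of all tested compounds plus 3 SD, cut at about 21% in these data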;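 also: 0% = DMSO alone and 100% = DMSO wells spiked with extra 5 µM PC-3 D3A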
Target sequence (P42574 whole entry D9A/D28A/D175A): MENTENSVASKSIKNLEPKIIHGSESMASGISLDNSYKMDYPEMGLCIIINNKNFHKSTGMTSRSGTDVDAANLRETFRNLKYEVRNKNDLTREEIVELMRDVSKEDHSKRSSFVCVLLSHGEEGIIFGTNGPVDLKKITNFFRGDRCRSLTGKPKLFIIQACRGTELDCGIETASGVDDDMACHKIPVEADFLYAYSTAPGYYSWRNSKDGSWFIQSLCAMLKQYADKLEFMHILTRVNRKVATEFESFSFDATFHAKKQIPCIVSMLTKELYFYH
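Test system: Procaspase-3 D3A mutant; medium: Zinc-free HEPES/NaCl buffer with 0.01% Triton X-100 at pH 7.4; reagent: DEVD-pNA substrate; doses: one concentration, 8.5 µM nominal, 0.8% DMSO; times: 1 h preincubation plus 2 h reaction at 25 °C; signal: Epi-absorbance at 405 nm of released p-nitroaniline, 0 and 120 min; replicates: singlicate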
TPT1 inh: inhibitors of Candida albicans tRNA 2'-phosphotransferase TPT1; AID 1962; 300,000 tested, 0.81% active; recombinant caTPT1, FP RNA substrate dephosphorylation; inhibition, % at 5 µM;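 active = inhibition above the mean of all tested compounds plus 3 SD, set per screening campaign, cut at about 24% in these data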;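 also: plate controls were DMSO alone for no effect and ferristatin control at 100 nM for full effect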
Fh CTSL1 inh: counter-screen for PFM18AAP inhibitors: inhibitors of F. hepatica cathepsin L1 | recombinant F. hepatica cathepsin L1, Z-Leu-Arg-MCA fluorescence | inhibition, % at 5.96 µM | 300,000 tested, 0.49% active | AID 1906;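 active = inhibition above the mean of all tested compounds plus 3 SD, set per screening campaign, cut at about 17% in these data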;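 also: 0% = plate median of test compound wells and 100% = 1 µM Z-Phe-Ala-diazomethylketone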
PAFAH2 inh: PAFAH2 (human) inhibition; recombinant PAFAH2, FP-rhodamine activity probe, fluorescence polarization; AID 492956; inhibition, % at 3.39 µM; Q99487; 340,000 tested, 0.99% active;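 active = inhibition above the mean over all tested compounds plus 3 SD, cut at about 30% in these data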;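 also: inhibitors block probe labeling of enzyme so polarization drops; 0% = enzyme with DMSO and 100% = wells lacking PAFAH2 protein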
PP1 counter: counter-screen for PP5 inhibitors: inhibitors of human PP1-alpha; inhibition, % at 6.7 µM; 320,000 tested, 0.9% active; P62136; purified PP1alpha, OMFP fluorescence;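 active = inhibition above the mean inhibition of all tested compounds plus 3 SD, computed separately for each screening campaign, cut at about 15% in these data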
Target sequence (P62136 whole entry, looked up): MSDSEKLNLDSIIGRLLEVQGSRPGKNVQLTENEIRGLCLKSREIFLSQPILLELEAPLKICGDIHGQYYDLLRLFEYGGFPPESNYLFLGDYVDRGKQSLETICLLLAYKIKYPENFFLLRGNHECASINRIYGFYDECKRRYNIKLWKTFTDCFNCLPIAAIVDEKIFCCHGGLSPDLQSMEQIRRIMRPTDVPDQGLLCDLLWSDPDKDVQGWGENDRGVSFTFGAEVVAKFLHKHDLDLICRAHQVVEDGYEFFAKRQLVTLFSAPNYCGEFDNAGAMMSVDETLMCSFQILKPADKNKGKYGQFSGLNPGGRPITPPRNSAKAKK
Numbers without * were called inactive; . = not tested or not shown. No enrichment for hits. Share with any hit: about 5.6%.

SMILES	core dimer inh	PP5 primary	proCasp7 act	AHR activator	procasp3 activ	TPT1 inh	Fh CTSL1 inh	PAFAH2 inh	PP1 counter
CCCC(=O)Nc1c2c(nn1-c1ccc(OC)cc1)CS(=O)(=O)C2	2	-3.8	-1	2	1	-1	5	6	-4
CC(=O)Nc1ccc(NCN2C(=O)[C@@H]3[C@H]4CC[C@H](C4)[C@@H]3C2=O)cc1	-8	1.3	2	1	-4	5	-3	1	7
CCNc1nc(N)nc(-c2cc(Cl)ccc2OC)n1	5	2.0	-3	1	-8	-2	0	-7	-3
COc1cc(NC(=O)C2CC(=O)NC3=C2C(=O)CC(C)(C)C3)c(OC)cc1Cl (stereo not drawn)	-5	-0.1	1	0	9	-4	-2	2	0
Cc1cc(=O)c2cc3nc(-c4cccnc4)oc3c(Br)c2o1	-1	0.0	-2	18	6	1	0	.	4
O=C(CCCOc1ccc(Cl)cc1Cl)Nc1ccncc1	-2	0.9	5	-1	2	0	-3	4	1
CSCCC(NC(=O)COc1ccccc1)C(=O)N1CCCC(C(F)(F)F)C1 (stereo not drawn)	-1	-0.1	-5	-2	5	-2	0	11	-4
Cc1cc(=O)oc2c3c(cc(OCC(=O)N[C@@H](Cc4ccccc4)C(=O)O)c12)OC(C)(C)CC3	2	4.0	-3	0	5	-2	2	10	1
COc1ccc(CCC(=O)N2CCN(S(=O)(=O)c3cccc(Cl)c3)CC2)cc1	.	1.1	-1	-1	9	.	.	4	0
Cc1cccc(C(=O)Nc2nsc(N)n2)c1	5	-1.7	-10	-3	4	-4	2	-2	0
Cc1cc(C)c(OCC(=O)OCC(=O)NNC(=O)c2ccccc2F)c(C)c1	.	-1.2	14	0	-3	.	.	-7	-3
FC(F)(F)c1ccccc1N/N=C/c1cccnc1	-11	5.5	-2	10	1	-2	-1	5	2
COCCNC(=O)C(c1c[nH]c2ccccc12)N(C(=O)c1snc(C(N)=O)c1N)c1cccc(OC)c1 (stereo not drawn)	1	-1.1	10	11	7	2	1	3	6
CCOc1ccc(CN2C(=O)c3ccccc3C2C(=O)NCC2CCCO2)cc1 (stereo not drawn)	-2	-0.2	-3	0	3	-1	-2	-3	0
COC(=O)c1cn(CC(=O)N2CCCCC2C)c2ccccc12 (stereo not drawn)	-6	-1.8	13	0	6	1	-2	-1	-2
CS(=O)(=O)NCCNc1ccc(C(F)(F)F)cc1[N+](=O)[O-]	-7	-0.5	-4	2	11	-3	0	0	3
FC(F)(F)c1ccccc1-n1c(-c2cnccn2)n[nH]c1=S	3	-0.6	-11	3	0	0	2	0	-2
COc1ccc(O)c(C(=O)c2cnn(C(=O)c3ccc(C)cc3)c2)c1	.	1.2	-18	2	0	.	.	7	-1
CCN(CC)C(=O)COc1ccc(-c2nnc(Nc3ccc(OC)c(C(=O)NC)c3)c3ccccc23)cc1	1	2.6	2	5	-12	-3	1	2	-3
Cc1ccc(N/C(N)=N/c2nc(CSc3nnc(C)s3)cc(=O)[nH]2)c(C)c1	4	-2.1	5	14	9	1	3	-6	-5
CC1CCCN(C(=O)c2ccccc2OC2CCN(S(C)(=O)=O)CC2)C1 (stereo not drawn)	2	-1.0	9	-1	8	-3	6	5	-5
Nc1nnn(CC(=O)N/N=C/c2ccccc2Cl)n1	-1	0.8	2	-1	7	0	-1	.	-2
COC(=O)c1cc(C(=O)OC)cc(N2C(=O)CN=C2Nc2nc(C)cc(C)n2)c1	-8	2.6	-2	5	7	-2	1	4	0
CC1CCN(c2ccc3nnc(CCC(=O)Nc4ccc(F)c(F)c4)n3n2)CC1	2	0.9	12	-4	2	3	2	0	7
O=C(NC(Cc1ccccc1)C(=O)N1CCN(c2ccccn2)CC1)c1ccco1 (stereo not drawn)	1	2.6	-6	-2	2	-2	-1	2	1
CCn1c(SCC(=O)Nc2ccc(F)cc2)nc2ccccc2c1=O	-5	-1.1	-4	-1	8	-6	0	-3	1
Cc1c(Br)ccc(NC(=O)Cn2nc(-c3cccs3)ccc2=O)c1C	-7	4.8	-11	36	6	-5	7	-10	9
C=CCNC(=S)Nc1cccc2ccccc12	-2	0.1	6	4	3	-5	1	5	-2
CCOc1ccc2nc(N(CCCN(C)C)C(=O)c3ccc(S(=O)(=O)N4CCc5ccccc5C4)cc3)sc2c1	-20	5.4	-2	-9	0	-2	-75	8	8
O=C(COc1ccccc1F)NCC(c1ccc(F)cc1)N1CCOCC1 (stereo not drawn)	.	1.7	-4	2	4	.	.	3	1
Clc1ccccc1OCc1nnc2n1CCCCC2	-2	1.3	4	2	-3	-5	-3	5	6
C=CCNC(=S)N1CCN(c2cccc(C(F)(F)F)c2)CC1	-8	4.4	9	-2	-8	2	0	-3	-1
COc1ccc2c(c1)nc(SCC(O)c1ccccc1)n2C (stereo not drawn)	2	0.2	1	2	3	-1	5	-5	-5
C=CCSC(=S)NC1CCS(=O)(=O)C1 (stereo not drawn)	-13	-0.3	1	4	-1	0	-2	0	3
CCC(C(=O)NCCCN1CC(C)CC(C)C1)n1nc(C)c2sc3ccccc3c2c1=O (stereo not drawn)	2	-1.3	18	-2	3	-1	0	6	2
COc1ccc2oc(C(=O)OCC(=O)N3CC(C)CC(C)C3)c(C)c2c1 (stereo not drawn)	1	-1.0	7	3	-5	0	2	-2	-4
COc1ccc(NC(=O)CSc2ncccn2)cc1S(=O)(=O)N1CCCCC1	.	-0.2	-8	-1	-3	.	.	5	-4
COc1ccc2c(CC(=O)N[C@@H](Cc3ccccc3)C(=O)O)cc(=O)oc2c1	4	2.1	-3	1	5	-2	1	4	2
Cc1ccc(S(=O)(=O)N2CC(O)CC2C(=O)O)cc1 (stereo not drawn)	4	-1.8	0	6	7	-1	-3	8	-3
CCOC(=O)N1CCN(C(=O)c2cccc(S(=O)(=O)Nc3ccc(Br)cc3)c2)CC1	-10	1.7	2	-1	2	-4	-1	1	-4
CCC(C)NC(=O)CN1C(=O)COc2ccc(S(=O)(=O)N3CCOCC3)cc21 (stereo not drawn)	-4	0.9	5	-3	3	1	-2	0	1
O=C(CN1CCC(c2nc3ccccc3[nH]2)CC1)NCc1ccc2c(c1)OCO2	6	-0.3	-7	1	1	-6	4	5	2
Cc1cc(C)n(-c2ccc(C(=O)OCC(=O)Nc3ccccc3[N+](=O)[O-])cc2)n1	-3	-0.6	-1	6	1	-3	0	11	6
Cc1ccc(S(=O)(=O)NC(=O)NN2CCCCCC2)cc1	1	-1.2	-23	-5	-15	0	2	5	4
Cc1ccc(S(=O)(=O)NCCC(=O)NNC(=O)COc2ccccc2Cl)cc1C	.	1.6	2	0	5	.	.	1	5
CN1CCc2c1nc1ccccc1c2NC(=O)CN1CCCC1	-2	2.5	5	9	-2	0	-1	0	-2
Cn1c(=O)c2c(ncn2Cc2ccc(Cl)c(Cl)c2)n(C)c1=O	4	1.8	-2	0	-9	2	-4	-1	-3
COCc1cc(C)nc(NC2CC(C)(C)NC(C)(C)C2)c1C#N	-2	-0.9	7	4	-1	-6	3	0	9
COc1ccc(OC)c(S(=O)(=O)NCc2cn3ccsc3n2)c1	1	1.2	2	12	3	-1	2	-6	-4
O=C(c1c[nH]c2ccccc12)C(O)C(c1ccccc1)N1CCOCC1 (stereo not drawn)	2	-1.1	-13	10	-11	-4	3	2	0
CCC(=O)c1ccc(OCC(=O)OCC(=O)Nc2c(C)n(C)n(-c3ccccc3)c2=O)cc1	-8	0.6	7	2	3	-3	2	-2	6
Cc1sc2nc(CN3CCOCC3)nc(Oc3ccc(NC(=O)c4ccco4)cc3)c2c1C	-1	2.0	-1	-1	2	2	1	-4	-2
CC(C)N(C(=O)NC(=O)NCC1CCCO1)S(C)(=O)=O (stereo not drawn)	-1	-0.1	-12	-1	4	3	-3	2	-1
O=C(CCn1cccc1)NC1CCCc2ccccc21 (stereo not drawn)	-4	0.7	7	0	-2	3	0	-4	-3
COC(=O)CC(NC(=O)c1ccc(C)cc1)c1ccc2c(c1)OCO2 (stereo not drawn)	5	-0.1	1	3	-2	2	3	0	0
O=C(NCCCN1CCOCC1)/C(=C/c1cccs1)NC(=O)c1ccccc1	-21	3.7	-4	0	-2	-3	3	3	-3
O=C(N/N=C/c1cccc2cccnc12)[C@H]1C[C@@H]1c1ccccc1	-4	0.3	3	9	0	0	2	1	-1
Cc1ccc(NC(=O)CSc2nnc(C)c(=O)n2N)cc1	0	1.1	-4	11	-2	-3	4	-2	0

Some of these compounds in order of length of the SMILES, rising.
SMILES	core dimer inh	PP5 primary	proCasp7 act	AHR activator	procasp3 activ	TPT1 inh	Fh CTSL1 inh	PAFAH2 inh	PP1 counter
CN1CCc2c1nc1ccccc1c2NC(=O)CN1CCCC1	-2	2.5	5	9	-2	0	-1	0	-2
CC(C)N(C(=O)NC(=O)NCC1CCCO1)S(C)(=O)=O (stereo not drawn)	-1	-0.1	-12	-1	4	3	-3	2	-1
COc1ccc(OC)c(S(=O)(=O)NCc2cn3ccsc3n2)c1	1	1.2	2	12	3	-1	2	-6	-4
COCc1cc(C)nc(NC2CC(C)(C)NC(C)(C)C2)c1C#N	-2	-0.9	7	4	-1	-6	3	0	9
Cn1c(=O)c2c(ncn2Cc2ccc(Cl)c(Cl)c2)n(C)c1=O	4	1.8	-2	0	-9	2	-4	-1	-3
COC(=O)CC(NC(=O)c1ccc(C)cc1)c1ccc2c(c1)OCO2 (stereo not drawn)	5	-0.1	1	3	-2	2	3	0	0
O=C(c1c[nH]c2ccccc12)C(O)C(c1ccccc1)N1CCOCC1 (stereo not drawn)	2	-1.1	-13	10	-11	-4	3	2	0
O=C(NCCCN1CCOCC1)/C(=C/c1cccs1)NC(=O)c1ccccc1	-21	3.7	-4	0	-2	-3	3	3	-3
O=C(N/N=C/c1cccc2cccnc12)[C@H]1C[C@@H]1c1ccccc1	-4	0.3	3	9	0	0	2	1	-1
Cc1ccc(S(=O)(=O)NCCC(=O)NNC(=O)COc2ccccc2Cl)cc1C	.	1.6	2	0	5	.	.	1	5
Cc1sc2nc(CN3CCOCC3)nc(Oc3ccc(NC(=O)c4ccco4)cc3)c2c1C	-1	2.0	-1	-1	2	2	1	-4	-2
Cc1cc(C)n(-c2ccc(C(=O)OCC(=O)Nc3ccccc3[N+](=O)[O-])cc2)n1	-3	-0.6	-1	6	1	-3	0	11	6
CCC(=O)c1ccc(OCC(=O)OCC(=O)Nc2c(C)n(C)n(-c3ccccc3)c2=O)cc1	-8	0.6	7	2	3	-3	2	-2	6

Screening data deposited in PubChem by The Scripps Research Institute Molecular Screening Center.
